MEX-5 binding: C. elegans MEX-5 TCR-2 RNA binding activity | Q9XUB2 | MEX-5/FITC-TCR2 RNA binding, fluorescence polarization; active compounds read low | activity score (negative = inhibition of binding), % at 10 µM | actives 0.38% (n = 300,000) | AID 1832;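 active means inhibition past about -25% in most replicates, and total fluorescence under double the plate's negative control median, limit read from the data; inconclusive means replicates evenly split on the limit, or fluorescence at least double controls; inactive means too little inhibition in most replicates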;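 further: 0% = DMSO and -100% = 5 µM competing unlabeled TCR2 RNA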
BCLXL inh: inhibitors of human Bcl-xL; GST-Bcl-xL / FITC-Bim BH3 peptide fluorescence polarization; inhibition, % at 10.9 µM; actives 0.7% (n = 320,000);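 active means inhibition above the mean of all tested compounds plus 3 SD, cutoff set per campaign, cut at about 30% in these data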;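 further: 0% = DMSO wells and 100% = unlabeled Bim-BH3 peptide competitor; inhibitors lower millipolarization by displacing the labeled peptide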
Target sequence (Q07817 whole entry, looked up): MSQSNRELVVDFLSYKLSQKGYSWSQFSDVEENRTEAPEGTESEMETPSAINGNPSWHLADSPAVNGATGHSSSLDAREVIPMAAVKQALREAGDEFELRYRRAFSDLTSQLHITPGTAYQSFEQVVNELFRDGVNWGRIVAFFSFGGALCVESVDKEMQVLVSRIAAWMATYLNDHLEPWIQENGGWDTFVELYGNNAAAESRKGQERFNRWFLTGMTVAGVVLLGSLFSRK
AHR activator: activates the human aryl hydrocarbon receptor. P35869. AHR-responsive luciferase reporter cells, luminescence. activation, % at 5 µM. actives 2.5% (n = 320,000). AID 2796; in the data active means activation above about 47%;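 further: 0% = vehicle wells and 100% = reference agonist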
PAFAH1B2 FP inh: blocks human PAF acetylhydrolase 1b catalytic subunit 2. inhibition, % at 3.39 µM. actives 1.2% (n = 340,000). recombinant PAFAH1B2, FP-rhodamine activity probe, fluorescence polarization. AID 492953;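 active means inhibition above the mean of all tested compounds plus 3 SD, cut at about 24% in these data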;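 further: 0% = enzyme with DMSO and 100% = wells lacking PAFAH1B2; many of its hits are not listed in these tables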
MCL1 BIM primary: disrupts human MCL1 binding to BIM-BH3 peptide. Q07820. GST-MCL1 / FITC-Bim-BH3 fluorescence polarization. inhibition, % at 10.9 µM. actives 0.68% (n = 320,000);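 active means inhibition above the mean inhibition of all tested compounds plus 3 SD, set per campaign, cut at about 40% in these data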;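 further: 0% = DMSO wells and 100% = unlabeled Bim-BH3 peptide control; higher means more loss of mP so more displacement of Bim peptide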
Target sequence (Q07820 whole entry, looked up): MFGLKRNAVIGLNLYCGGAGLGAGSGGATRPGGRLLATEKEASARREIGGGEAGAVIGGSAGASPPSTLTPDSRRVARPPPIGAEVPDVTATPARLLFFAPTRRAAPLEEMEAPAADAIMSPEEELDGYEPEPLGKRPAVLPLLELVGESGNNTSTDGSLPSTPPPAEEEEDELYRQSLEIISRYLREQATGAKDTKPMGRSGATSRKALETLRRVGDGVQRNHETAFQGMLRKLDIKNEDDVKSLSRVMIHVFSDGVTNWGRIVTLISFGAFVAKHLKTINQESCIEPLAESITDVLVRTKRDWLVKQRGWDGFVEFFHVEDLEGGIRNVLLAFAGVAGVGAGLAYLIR
pPAFAH FP inh: pPAFAH (human) enzyme inhibition; recombinant pPAFAH, FP-rhodamine probe fluorescence polarization; inhibition, % at 3.39 µM; AID 463082; actives 1.5% (n = 330,000); Q13093;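 active means inhibition above the mean inhibition across the screen plus 3 SD, cut at about 25% in these data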;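 further: inhibitors block binding of the rhodamine activity-based probe so polarization drops; 0% = enzyme with DMSO and 100% = wells lacking pPAFAH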
GLD-1 TGE inh: GLD-1-TGE RNA interaction inhibition (C. elegans); inhibition, % at 5.96 µM; actives 0.44% (n = 320,000); purified GLD-1 + fluorescein TGE RNA, fluorescence polarization; Q17339;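 active means percent inhibition above a per-plate cutoff, the plate mean of test compounds plus 3 SD, cut at about 30% in these data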;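 further: 0% = DMSO wells with GLD-1 and probe and 100% = wells lacking GLD-1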
PME-1 inh: PME-1 (human) inhibition; Q9Y570; AID 2130; recombinant PME-1, FP-Rh probe fluorescence polarization; inhibition, % at 5.9 µM; actives 0.53% (n = 320,000);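 active means inhibition above the campaign mean of all compounds plus 3 SD, cut at about 26% in these data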;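 further: competitive labeling of PME-1 active site by serine hydrolase directed probe; 0% = PME-1 with DMSO and 100% = wells lacking PME-1 enzyme; inhibitors block probe labeling so polarization falls and inhibition rises; many of its hits are not listed in these tables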
Target sequence (Q9Y570 whole entry, looked up): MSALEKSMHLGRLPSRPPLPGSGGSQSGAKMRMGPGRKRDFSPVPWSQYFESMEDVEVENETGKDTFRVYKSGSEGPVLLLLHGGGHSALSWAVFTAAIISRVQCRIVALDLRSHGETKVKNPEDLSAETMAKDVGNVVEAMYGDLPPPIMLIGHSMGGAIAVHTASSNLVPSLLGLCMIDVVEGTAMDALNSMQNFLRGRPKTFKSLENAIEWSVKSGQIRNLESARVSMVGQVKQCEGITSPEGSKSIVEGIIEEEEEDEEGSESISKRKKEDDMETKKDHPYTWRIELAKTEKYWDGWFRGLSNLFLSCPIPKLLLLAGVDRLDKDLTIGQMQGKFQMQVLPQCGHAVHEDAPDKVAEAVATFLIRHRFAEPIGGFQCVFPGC
Fam108B inh: Fam108B inhibition, counter-screen for RBBP9 inhibitors; recombinant Fam108B, FP-Rh probe fluorescence polarization; inhibition, % at 9.51 µM; actives 0.33% (n = 300,000);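 active means inhibition above the screen mean inhibition plus 3 SD, computed separately per campaign, cut at about 18% in these data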;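 further: inhibitors lower polarization as less probe binds the enzyme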
The depositor's hits bear a star; u = inconclusive; x = no result given; + = active, no number. These rows are one share of the data; the hit share may differ from the screen's.

SMILES | MEX-5 binding | BCLXL inh | AHR activator | PAFAH1B2 FP inh | MCL1 BIM primary | pPAFAH FP inh | GLD-1 TGE inh | PME-1 inh | Fam108B inh
Cc1ccc(S(=O)(=O)NCc2ccccc2)cc1 | 0.5 | 0 | 1 | 2 | 2 | -1 | -7 | 5 | 1
N#C/C=C1\Sc2ccccc2C(=O)N1CC(=O)N1CCN(S(=O)(=O)c2ccccc2)CC1 | 1.2 | 1 | 3 | 2 | 7 | 4 | -3 | 15 | -3
O=C(Cn1c2[n+](c3ccccc31)CC(O)CS2)c1ccccc1 (stereo not given) | -1.1 | -1 | 2 | 1 | -2 | 2 | 5 | 9 | 0
O=C(O)c1ccccc1N/N=C/c1c(Sc2nnnn2-c2ccccc2)nc2ccccn2c1=O | -26* | -26 | 2 | 6 | -48 | 20 | -45 | 13 | 6
O=C1COc2ccc(C(=O)CSc3ccccc3C(=O)O)cc2N1 | 0.0 | 4 | 2 | 1 | 2 | 6 | 0 | 7 | -4
CCc1ccccc1NC(=O)CNC(=O)CCc1nc2sc3c(c2c(=O)[nH]1)CCCC3 | 1.9 | 7 | 6 | 4 | 29 | 16 | -2 | 1 | 10
COC(=O)C1=C(N)OC2=C(C(=O)CC(C)(C)C2)C1c1ccoc1 (stereo not given) | -4.9 | 10 | 1 | -1 | 2 | 2 | 7 | 1 | -4
CCCn1nnnc1NCc1ccc(OC)cc1 | -1.9 | 1 | 0 | 0 | -2 | 3 | -9 | 7 | -6
Cc1ccc(NC(=S)NC(NC(=O)c2ccco2)C(Cl)(Cl)Cl)cc1 (stereo not given) | 1.8 | -2 | 8 | 1 | -1 | -4 | -5 | -1 | -5
CC(OC(=O)c1nn(C)c(=O)c2ccccc12)C(=O)NC1CCCCC1C (stereo not given) | -0.8 | 6 | 0 | 1 | 1 | 2 | 1 | -4 | 2
CO/N=C\CC(=O)Nc1ccc(Cl)cc1Cl | 1.7 | 2 | 2 | 8 | 3 | -1 | -6 | -6 | -4
C(=N\c1nccs1)/c1c[nH]c2ccccc12 | -0.7 | 8 | 33 | 2 | 7 | 7 | -2 | 3 | 5
Cc1ccccc1CSCCNC(=O)CSCc1ccc([N+](=O)[O-])cc1 | 0.4 | -2 | -1 | 10 | 3 | 14 | 1 | 0 | -2
CCN1C(=NCc2cc(OC)c(OC)c(OC)c2)N[C@@H](c2ccccc2)[C@H](C(=O)OC)[C@H]1C | 0.1 | -8 | 3 | x | -16 | 4 | -2 | -1 | 5
N#CC(C#N)=Cc1ccc(NC(=O)c2ccc(Br)cc2)cc1 | u | 4 | 5 | -18 | 2 | 1 | 7 | -10 | -15
COc1ccc(/C=C/C(=O)NC(=S)NNC(=O)c2ccco2)cc1OC | -0.1 | -11 | 7 | 1 | 3 | -1 | 0 | -2 | 4
C=CCN=C1S/C(=C\c2ccc(N(C)C)cc2)C(=O)N1CC=C | x | -18 | -1 | 5 | -30 | 0 | -52 | 1 | 0
Cn1c(/C=C/c2ccccc2)nc2ccccc21 | 3.0 | 4 | 3 | 1 | 1 | 4 | 3 | -5 | -1
c1csc(Cc2nc3ccccc3[nH]2)c1 | 1.5 | -1 | 0 | -1 | -4 | 7 | 4 | -17 | -3
NC(=O)c1ccc(NC(=O)c2ccc(CN3CCOCC3)cc2)cc1 | -3.4 | 1 | -2 | 2 | -2 | 4 | 0 | -7 | -1
CCCCC1CCCC12NC(=O)NC2=O (stereo not given) | 1.4 | 1 | 1 | -1 | -4 | 1 | 0 | 2 | -1
O=Cc1[nH]c2ccccc2c1N(C(=O)CCl)c1ccc([N+](=O)[O-])cc1 | -0.9 | 4 | 4 | 8 | 2 | 2 | 1 | 2 | -5
Cc1cc(C)c(NC(=O)CNC(=O)COC(=O)C2=COCCO2)c(C)c1 | 2.0 | 4 | 4 | 3 | 6 | 0 | 1 | -5 | -1
Cn1c(=O)c(NCCc2ccccc2)c2c3c(cccc31)C(=O)c1ccccc1-2 | u | + | 9 | 147* | + | 142* | + | 191* | 156*
CCOc1ccc2nc(N(CCN(C)C)C(=O)c3cc4ccccc4cc3OC)sc2c1 | -0.2 | 3 | 0 | 4 | -2 | -2 | 0 | -1 | -7
O=C1CC(Sc2ccc(Cl)cc2)C(=O)N1Cc1ccncc1 (stereo not given) | 0.3 | 11 | 0 | 4 | 10 | -3 | -3 | -2 | 0
Cc1cc(C(=O)OCC(=O)NNC(=O)c2cccs2)ccc1[N+](=O)[O-] | -4.1 | 3 | 2 | -4 | -3 | 21 | 8 | 0 | 1
CCCc1nc2c(s1)CCc1onc(-c3ccc(Br)cc3)c1-2 | -2.2 | 5 | 17 | -1 | 15 | 2 | -3 | -6 | -3
Cc1nn(C)c(C)c1S(=O)(=O)N(CC(=O)NCCCN1CCC(C)CC1)c1ccc(C(C)C)cc1 | 0.8 | 0 | 1 | -3 | -4 | -8 | 7 | -4 | 0
CCN1CCCC1CNC(=O)Cn1cnc2ccc(S(=O)(=O)N3CCC(C)CC3)cc2c1=O (stereo not given) | -0.5 | 1 | -1 | 5 | 7 | 5 | -1 | -1 | -1
N#CCCN(C(=O)CN1c2cccc3cccc(c23)S1(=O)=O)c1ccccc1 | x | x | 2 | 7 | x | 16 | 1 | x | x
COc1ccc2c(CC(=O)NNC(=O)c3ccc(C)cc3)coc2c1 | x | x | 5 | 6 | x | 1 | 3 | x | x
COc1cc(C)c(CN2CCN(CC(=O)Nc3ccccc3C(=O)NC3CC3)CC2)cc1OC | x | 4 | 0 | -3 | 7 | 5 | 4 | 5 | x
COc1ccc(C(CNC(=O)CCNC(=O)c2ccc(Br)cc2)N2CCOCC2)cc1 (stereo not given) | 2.6 | 1 | 0 | 4 | -3 | 3 | 7 | 4 | 3
COCCn1ccc(O)c(Cc2ccccc2)c1=O | -2.8 | 1 | -1 | 2 | 1 | -2 | 9 | 2 | -4
O=C(CNC(=O)c1ccc(S(=O)(=O)N2CCCC2)cc1)N/N=C/c1ccco1 | -3.6 | -1 | -3 | 4 | 2 | -1 | 11 | 4 | 4
O=C(Nc1ccc([N+](=O)[O-])cc1)Nc1ccc2[nH]c(=O)[nH]c2c1 | -4.0 | 1 | 8 | -5 | 3 | 7 | 2 | 30* | 2
CCN(CC(=O)Nc1ccccc1C(F)(F)F)C(=O)CCc1ccccc1 | -0.9 | 4 | 0 | 2 | 0 | 4 | 8 | 2 | -1
O=S(=O)(NC1CCCCCCC1)c1ccccc1F | 0.0 | 5 | 0 | 16 | 7 | 8 | 0 | 2 | 0
O=C(O)c1ccc(CSc2nc3ccc(N4C(=O)C5C6C=CC(C6)C5C4=O)cc3s2)cc1 (stereo not given) | -0.2 | 3 | 5 | 3 | 3 | 3 | -9 | 6 | 1
Cc1cc(CSCc2ccc(Cl)cc2)no1 | 0.6 | 1 | -4 | 27* | -4 | 3 | 9 | 0 | 0
Cc1c(C(=O)NCC2COc3ccccc3O2)oc2ccc(S(=O)(=O)N(C)C3CCCCC3)cc12 (stereo not given) | 1.2 | 3 | 2 | -8 | -5 | -3 | 2 | -11 | -11
Cc1noc2ncnc(Oc3cc(Cl)ccc3Cl)c12 | 2.2 | 7 | 3 | 1 | 0 | 3 | 0 | 4 | 1
N#Cc1ccc(C(=O)CSc2nnc(-c3ccc(C(F)(F)F)cn3)s2)cc1 | 0.1 | -42 | -2 | 3 | -13 | 0 | -7 | -2 | 2
COCCn1c(SCC(=O)NC2CCCC2)nc2c(c1=O)SCC2 | -3.0 | 0 | 1 | 3 | 5 | -3 | 1 | -1 | 2
O=C(CSc1nnc(-c2cccc(Cl)c2)o1)Nc1ccc2c(c1)OCCO2 | -1.7 | 2 | 10 | 1 | 5 | 3 | -1 | -6 | -15
Fc1ccccc1OCCCCn1cncn1 | -1.3 | 4 | 9 | 6 | 8 | -3 | 11 | -2 | 3
CN(C(=O)C(Cl)Cl)C1CC2C=CC1C2 (stereo not given) | -4.3 | 7 | -1 | 7 | 10 | 7 | 6 | 1 | 0
CCN(CC)CC(=O)N1c2ccccc2CCc2ccc(NC(=O)c3cc(OC)c(OC)c(OC)c3)cc21 | -2.5 | 0 | 9 | -2 | 9 | -1 | -5 | -9 | -3
CCOc1ccc(C(=O)C[n+]2cccc3cc(C)ccc32)cc1 | -3.0 | 35* | -1 | 5 | 45* | 3 | -29 | -3 | 4
O=C(Nc1cccc(O)c1)c1cccc(C(=O)Nc2cccc(O)c2)c1 | -3.4 | 9 | 3 | -2 | 7 | -1 | 4 | -3 | 4
Cc1ccccc1Cn1cc(NC(=O)c2cc(-c3ccco3)on2)cn1 | 3.1 | -2 | 57* | 4 | -3 | 4 | 1 | 1 | -4
CC(C)(C)c1ccc(S(=O)(=O)N2CCN(C3CCCC3)CC2)cc1 | -0.9 | 1 | 0 | 4 | 0 | 3 | -1 | -4 | -2
COc1cc(C)ccc1S(=O)(=O)n1nc(C)cc1C | 0.5 | -1 | -1 | 3 | 5 | 4 | -5 | 0 | -5
CC1CC=C(c2ccccc2)C(=S)N1 (stereo not given) | -1.6 | 5 | 1 | 7 | 4 | -6 | 6 | 0 | -1
Cc1ccc(N=Cc2sccc2C)cc1C | 2.8 | 4 | -2 | 3 | 5 | -1 | -5 | 2 | 5
O=[N+]([O-])c1cc(-c2cnc3ccccc3n2)ccc1Oc1ccc(Br)cc1 | 0.0 | 10 | 9 | 54* | 3 | 5 | 11 | -4 | 1
CC(=O)Nc1ccc(S(=O)(=O)NC2CC3CCC2C3)cc1 (stereo not given) | 1.5 | 0 | 1 | 2 | 2 | 8 | -3 | -3 | -1
Cc1cs/c(=N\N=C\c2ccccc2)n1Cc1ccco1 | x | 0 | 3 | 4 | 1 | 10 | 3 | 5 | 3
O=C(NC1CCN(S(=O)(=O)c2ccccc2)CC1)c1cccc(F)c1 | -3.9 | 1 | -9 | 6 | 1 | 2 | -1 | -5 | -1

An excerpt from above, reduced to GLD-1 TGE inh:
compound | GLD-1 TGE inh
CC(=O)Nc1ccc(S(=O)(=O)NC2CC3CCC2C3)cc1 (stereo not given) | -3
Cc1cs/c(=N\N=C\c2ccccc2)n1Cc1ccco1 | 3

New compounds follow.
SMILES | MEX-5 binding | BCLXL inh | AHR activator | PAFAH1B2 FP inh | MCL1 BIM primary | pPAFAH FP inh | GLD-1 TGE inh | PME-1 inh | Fam108B inh
O=C(c1ccc2[nH]ccc2c1)N1CCCC(Nc2ccccc2)C1 (stereo not given) | -2.1 | 0 | 0 | -1 | -5 | 7 | 1 | 2 | 3
COCC1CCCC1OS(N)(=O)=O (stereo not given) | 0.2 | 4 | -2 | 4 | 5 | -4 | 0 | -4 | 12
O=C(CSc1cccc[n+]1[O-])Nc1cc(S(=O)(=O)N2CCOCC2)ccc1Cl | 1.9 | 4 | 18 | 2 | 3 | 6 | -3 | -4 | -2
Cc1ccccc1NC(=O)CC(O)(C(F)(F)F)C(F)(F)F | -1.8 | 3 | 1 | 7 | -2 | 3 | 1 | -8 | -3
Nc1ccccc1C(=O)NCc1ccc(Cl)cc1 | -0.7 | 8 | -2 | 2 | 9 | -2 | 2 | -4 | -1
CC(CC(=O)NNC(=O)c1cccc(Cl)c1)c1ccccc1 (stereo not given) | 1.8 | 2 | 1 | 9 | 2 | 6 | -8 | 3 | -5
COc1cc2c(cc1OC)CN(CC(=O)Nc1ccc(Cl)cc1Cl)CC2 | -1.2 | 5 | 3 | 3 | 8 | -2 | -2 | 2 | 6

Source: PubChem BioAssay (several laboratories)
